Runt-CBFb FRET = blocks binding of human RUNX1 Runt domain to CBFb. Q01196+Q13951. Cerulean-Runt/Venus-CBFb FRET ratio 530/480, 1 h. inhibition, % at 20 µM. 220,000 compounds, 0.46% hits;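 active means inhibition over about 50% at 20 µM in the single-dose screen, limit read from the data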;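 further: 0% = DMSO wells and 100% = excess unlabeled CBFb competitor control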
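test system = Cerulean-tagged RUNX1 Runt domain (FRET donor) fusion protein | reagent = Venus-CBFb binding partner, 100 nM | incubation = protein complex preformed 1 h, compound exposure 1 h, room temperature, dark | detection = FRET fluorescence | read-out basis = loss of energy transfer signal | controls = 5 µM unlabeled CBFb as full-inhibition high control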
Runt-SMMHC FRET = Runt domain-CBFb-SMMHC interaction inhibition; Q01196+Q13951; Cerulean-Runt/Venus-CBFb-SMMHC FRET ratio 530/480, 1 h; inhibition, % at 20 µM; 220,000 compounds, 0.74% hits;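 active means mean inhibition across duplicate retests at 20 µM reaching about 50%, limit read from the data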;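 further: 0% = DMSO wells and 100% = wells with excess untagged CBFb-SMMHC; inhibitors lower the FRET ratio by blocking Runt binding to CBFb-SMMHC; some results filed as inactive read as strong as hits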
Tb hexokinase = T. brucei hexokinase 1 inhibition; recombinant TbHK1, G6PDH-coupled NADH A340; inhibition, % at 10 µM; 220,000 compounds, 0.11% hits; AID 1430;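 active means inhibition of 50% or more in the single-dose primary screen; inactive means inhibition below 50%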
p97 inhibitor = blocks human p97 ATPase activity. recombinant p97 ATPase, Kinase-Glo ATP luminescence, 3 h. 220,000 compounds, 0.42% hits. P55072. AID 1481. inhibition, % at 8 µM; in the data active means inhibition above about 15%;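 further: 0% = DMSO vehicle and 100% = wells lacking enzyme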
m-calpain inh = inhibitors of pig calpain II. purified calpain II, fluorogenic peptide substrate, 30 min. inhibition, % at 16 µM. 220,000 compounds, 0.37% hits. AID 1236;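 active means inhibition above about 50%, limit read from the data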
RBBP9 inh = blocks human serine hydrolase RBBP9; O75884; recombinant RBBP9, FP-Rh probe fluorescence polarization; inhibition, % at 7.94 µM; 220,000 compounds, 0.2% hits; AID 1515;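 active means inhibition above the campaign mean of all tested compounds plus 3 SD, cut at about 14% in these data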;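 further: plate controls were DMSO wells with RBBP9 for no effect and wells lacking RBBP9 protein for full effect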
Target sequence (O75884 whole entry, looked up): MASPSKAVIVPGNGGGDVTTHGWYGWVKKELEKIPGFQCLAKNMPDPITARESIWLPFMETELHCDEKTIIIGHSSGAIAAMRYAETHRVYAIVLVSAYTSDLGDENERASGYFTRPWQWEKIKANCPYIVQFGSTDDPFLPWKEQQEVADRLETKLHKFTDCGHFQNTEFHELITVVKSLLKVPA
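system = RBBP9 protein | input = RBBP9 at 2.5 µM in dispensed solution, before mixing | measured by = fluorescence polarization (mP), excitation 525 nm, emission 598 nm | incubation = enzyme-compound preincubation 30 min, then probe labeling 45 min, 25 °C | buffer or medium = Tris-NaCl-Pluronic buffer, pH 8.0 | compound = single dose 7.94 µM | also added = FP-Rh probe, 375 nM dispensing solution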
Furin inh = blocks human furin protease activity; P09958; purified furin, fluorogenic substrate cleavage; inhibition, % at 30 µM; 220,000 compounds, 0.061% hits; AID 463115; in the data active means inhibition above about 25%; further: inactives centre near -15
Target sequence (P09958 108-714 limits assumed): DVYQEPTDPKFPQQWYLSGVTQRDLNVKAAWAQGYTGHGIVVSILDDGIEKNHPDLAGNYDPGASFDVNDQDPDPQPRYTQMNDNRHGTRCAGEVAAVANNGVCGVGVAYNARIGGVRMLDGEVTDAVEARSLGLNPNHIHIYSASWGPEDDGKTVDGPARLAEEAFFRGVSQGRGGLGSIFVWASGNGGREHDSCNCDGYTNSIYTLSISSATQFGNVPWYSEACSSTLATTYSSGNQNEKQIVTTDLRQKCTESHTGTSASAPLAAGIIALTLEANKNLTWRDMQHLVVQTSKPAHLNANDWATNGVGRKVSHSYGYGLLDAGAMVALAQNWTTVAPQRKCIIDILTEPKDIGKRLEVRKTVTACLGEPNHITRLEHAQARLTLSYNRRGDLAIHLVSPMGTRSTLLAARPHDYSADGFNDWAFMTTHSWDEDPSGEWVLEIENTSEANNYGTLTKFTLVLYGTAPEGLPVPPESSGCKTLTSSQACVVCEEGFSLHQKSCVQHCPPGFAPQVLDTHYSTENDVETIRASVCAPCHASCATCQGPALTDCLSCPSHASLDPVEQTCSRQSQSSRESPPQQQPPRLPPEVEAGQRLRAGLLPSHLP
p47phox inh = inhibitors of human p47phox binding. inhibition, % at 24.7 µM. P14598. p47phox/p22phox peptide binding, fluorescence polarization, 2 h. 220,000 compounds, 0.53% hits;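 active means inhibition above about 30%, limit read from the data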;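 further: 0% = p47phox with labelled peptide and 100% = labelled peptide alone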
EBV gp42 block = EBV gp42 inhibition; inhibition, % (tested at 21.74 µM); 220,000 compounds, 0.42% hits; Fluorescence polarization binding assay, mP read-out; Q1HVG2; in the data active means inhibition above about 50%
Target sequence (Q1HVG2 whole entry, looked up): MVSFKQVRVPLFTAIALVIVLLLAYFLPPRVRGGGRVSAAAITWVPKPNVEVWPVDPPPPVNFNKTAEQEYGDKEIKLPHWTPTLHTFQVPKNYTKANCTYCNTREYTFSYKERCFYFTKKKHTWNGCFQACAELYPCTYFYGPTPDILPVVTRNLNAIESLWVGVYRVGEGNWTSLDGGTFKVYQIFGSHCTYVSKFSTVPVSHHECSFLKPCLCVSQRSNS
An asterisk follows results filed as active; . = no result given; [ ] = dose if it differs, or a comment.

SMILES	Runt-CBFb FRET	Runt-SMMHC FRET	Tb hexokinase	p97 inhibitor	m-calpain inh	RBBP9 inh	Furin inh	p47phox inh	EBV gp42 block
COc1ccc(CCNC(=O)CCC(=O)Nc2nnc(C(C)C)s2)cc1OC	1.3	6.1	31.4	0.8	-1.8	-3.7	-3.2	-3.4	-2.0
N#Cc1cc(C(=O)c2cc(Br)ccc2O)cn(Cc2ccccc2)c1=O	-3.7	-2.8	-5.7	5.5	-30.8	-5.8	-15.6	-17.5	-2.8
O=C(C1CCN(S(=O)(=O)c2cnc[nH]2)CC1)N1CCN(c2ncccn2)CC1	-0.9	0.0	0.8	6.1	-27.3	-10.3	17.3[20 µM]	11.6	-19.1
O=C1C=CN(C(=O)Oc2ccccc2)CC1	2.6	-3.4	-4.7	7.5	0.3	-3.6	-17.6	-6.4	-21.1
Cc1ccc(-c2noc(CCCc3ccccc3)n2)cc1	-1.3	-10.8	0.9	2.9	9.4	-2.6	-9.0[20 µM]	-5.3	-31.0
CCNC(=O)c1c(NC(C)=O)sc2c1CCCC2	1.0	0.1	1.7	3.4	13.6	-4.9	-12.9[20 µM]	-11.0	-14.8
CCOc1ccc(/C=N/OCC(=O)Nc2ccc3c(c2)OCO3)cc1	-1.2	1.2	5.8	-5.4	27.1	-5.7	-14.7	-7.0	0.9
Cc1ccc2cc(CN(CC3CCCO3)C(=O)NC3CCCCC3)c(=O)[nH]c2c1C (stereo not drawn)	-0.9	-0.8	-10.0	-3.9	4.8	-8.2	7.4	-5.7	-5.8
CCC(C)(C)n1nnnc1C(c1cc2cc(C)cc(C)c2[nH]c1=O)N1CCCC1 (stereo not drawn)	5.8	-36.4	-11.7	3.8	-20.1	-3.2	2.0	-12.6	-9.2
CCNC(=O)NC(=O)COC(=O)CCCc1nc2ccccc2s1	1.6	-1.6	10.5	-5.4	24.7	-5.7	-3.5	-6.6	-7.9
O=c1c2cnn(-c3ccc(F)cc3)c2ncn1Cc1ccccc1	0.7	-7.0	5.1	1.1	-6.3	-0.8	-17.9[20 µM]	-2.0	-11.7
CCOC(=O)c1ccccc1Oc1c(F)c(F)nc(NCCO)c1F	0.3	6.4	-1.3	-2.6	0.2	-10.1	-11.9[20 µM]	-0.1	2.0
O=C(COC(=O)/C=C/c1ccc(F)cc1)NCc1ccco1	1.8	2.1	-5.9	3.9	-9.6	0.1	14.6	-2.5	0.6
Cc1ccc(C(OC(=O)c2ccco2)C(=O)NCc2cccs2)cc1 (stereo not drawn)	0.1	-1.9	4.1	-4.8	0.1	-8.6	-11.1	-5.7	-26.0
COc1cc(Br)cc2cc(C(=O)OC3CCN(C)CC3)c(=O)oc12	.	.	-7.7	2.3	.	-1.7	-20.0[20 µM]	.	.
CC(=O)Nc1nnc(C)s1	-1.4	3.6	0.3	3.5	18.2	-5.4	-30.9	5.7	2.3
COc1ccc(C2C(C(=O)Nc3cccc(C)n3)CCC(=O)N2c2ccc(OC)cc2)cc1 (stereo not drawn)	-2.0	3.8	-2.5	2.2	-5.5	-6.8	-21.4	-0.3	-13.2
O=C(CCn1c(=O)oc2ccccc21)N1CCN(C(c2ccccc2)c2ccccc2)CC1	-7.5	-6.4	-1.7	-0.6	7.0	-6.3	-17.4	-6.8	2.1
COc1ccc(C2/C=C\CN(CC3CC3)CC(=O)N2Cc2ccc(F)cc2)cc1 (stereo not drawn)	0.7	-0.6	-1.7	.	12.6	.	-2.1	-8.7	-22.1
CCCCOc1ccc(OC(=O)Nc2cc(Cl)ccc2OC)cc1	0.7	0.2	13.1	-0.3	-3.8	-2.0	-18.0	3.6	-1.1
OCC1(Cc2ccccc2)CCN(CCCC2CCCC2)CC1	-1.0	0.6	10.0	0.1	-24.3	-5.3	-29.9	1.6	-8.1
O=C(CSc1ncnc2c1cnn2-c1ccccc1Cl)N1CCN(C(=O)c2ccco2)CC1	-0.2	-3.3	-2.2	-0.3	4.5	1.1	-16.0	-5.5	0.6
O=[N+]([O-])c1cc(-c2n(-c3ccccn3)c3ccccc3[n+]2-c2ccccn2)ccc1Cl	-1.5	-0.1	-10.1	-3.2	-1.9	-5.7	-12.8	-1.9	-1.4
Cn1c2ccccc2c2nnc(SCC(=O)NCc3ccoc3)nc21	5.8	-1.5	-20.7	1.8	-10.4	-3.0	-16.9	-4.0	-4.0
O=C(CCCc1ccccc1)c1ccc2c(c1)OCCO2	-2.8	-2.3	5.9	-12.5	5.3	-6.4	-20.6[20 µM]	-2.5	-9.1
Cn1nc(CC(=O)NC2CCCCC2)c2ccccc2c1=O	-2.9	-4.6	3.3	5.4	-12.0	-2.6	-25.2[20 µM]	-10.2	-3.8
O=C(N/N=C/c1cccnc1)C(=O)N1CCCCCC1	0.9	-7.7	-9.1	6.3	-25.7	-8.3	-24.4	-11.9	-7.4
COc1cc(CNC(=O)CCCC/C=C\C(C)C)ccc1O	0.8	9.4	.	2.3	9.3	0.2	.	-3.7	-3.7
O=C(CCC(=O)Nc1ccccc1Cl)NNC(=O)c1ccccc1[N+](=O)[O-]	1.1	-3.0	-5.7	3.2	-19.2	-1.2	-15.5	-0.2	2.6
c1ccc2cc3[nH]c(CN4CCCCC4)nc3cc2c1	0.7	-0.2	-11.5	.	17.8	.	-13.9	-6.6	-0.7

Sorted by value in m-calpain inh (rising): 4 of the compounds above
SMILES	Runt-CBFb FRET	Runt-SMMHC FRET	Tb hexokinase	p97 inhibitor	m-calpain inh	RBBP9 inh	Furin inh	p47phox inh	EBV gp42 block
Cn1nc(CC(=O)NC2CCCCC2)c2ccccc2c1=O	-2.9	-4.6	3.3	5.4	-12.0	-2.6	-25.2[20 µM]	-10.2	-3.8
Cn1c2ccccc2c2nnc(SCC(=O)NCc3ccoc3)nc21	5.8	-1.5	-20.7	1.8	-10.4	-3.0	-16.9	-4.0	-4.0
O=C(CCCc1ccccc1)c1ccc2c(c1)OCCO2	-2.8	-2.3	5.9	-12.5	5.3	-6.4	-20.6[20 µM]	-2.5	-9.1
c1ccc2cc3[nH]c(CN4CCCCC4)nc3cc2c1	0.7	-0.2	-11.5	.	17.8	.	-13.9	-6.6	-0.7

Next entries:
SMILES	Runt-CBFb FRET	Runt-SMMHC FRET	Tb hexokinase	p97 inhibitor	m-calpain inh	RBBP9 inh	Furin inh	p47phox inh	EBV gp42 block
COc1cc(Cl)c(C)cc1NC(=O)CSc1nnc(CCC(=O)O)c(=O)[nH]1	0.1	-43.7	3.4	8.2	-18.5	-5.2	-25.2	-3.2	-5.5
O=c1[nH][nH]cc1C=Nc1ccccc1Cl	-0.6	-2.1	-2.7	5.3	-18.8	-0.3	-21.0	17.5	-1.3
NNc1ccc(Cc2ccc(Cl)cc2Cl)nn1	0.0	0.9	3.3	3.7	-11.1	3.1	-12.4	-1.8	-0.6
O=C(CSc1nc2ccccc2[nH]1)Nc1ccc2c(c1)CCC2	-3.2	-3.9	22.2	2.9	0.7	2.1	-13.1	-16.6	-9.3
CCOP(=O)(OCC)c1nc(-c2ccccc2Cl)oc1N1CCOCC1	-0.4	0.7	-9.6	-4.5	-20.2	-4.7	-14.7	-4.3	-25.2
COc1ccc(CNC(=O)CN2CCC(n3nnc4cc(F)ccc43)CC2)cc1	-0.5	5.4	-0.2	-2.7	-19.4	-8.3	-22.4	-6.1	-9.8
Cc1ccc(NS(=O)(=O)c2cn(C)cn2)cc1	-1.7	50.8	2.8	-4.8	-13.7	-10.5	-11.3[20 µM]	-6.9	-5.2
O=C(COc1ccc(C(=S)N2CCOCC2)cc1)N1CCCC1	-0.3	-11.6	-4.2	13.3	8.7	-2.6	-2.7[20 µM]	6.5	-18.4
CCCCOC(=O)Nc1ccc(OC)cc1S(=O)(=O)N1CCOCC1	0.8	1.9	2.2	4.5	-15.5	-0.7	-20.4	-9.4	-11.0
CSc1ccccc1NC(=O)c1cnc2n(c1=O)CCS2	1.5	-0.9	-29.3	-1.6	-1.5	-3.6	-8.3	-12.1	-25.2
O=C(O)CCCN1C(=O)NC2NC(=O)NC21 (stereo not drawn)	1.2	0.9	-7.3	0.3	4.3	-6.7	-19.8	-4.0	-11.2
Cc1sc2ncnc(OCC(=O)N3CCN(S(=O)(=O)c4ccccc4)CC3)c2c1C	-3.0	5.7	-0.5	4.4	15.5	2.1	-20.1[20 µM]	-8.0	-8.2
CC(C)NC(=O)c1nc2ccccc2s1	-1.0	-3.6	-5.9	-1.8	13.9	-4.3	-14.7[20 µM]	-8.6	-17.8
CCn1cc(C(=O)NCCc2ccccc2)c(=O)c2cc(S(=O)(=O)N3CCCC3)ccc21	-8.0	-7.6	-19.1	-3.1	22.7	-4.9	-10.8	2.9	5.1
O=C(NCC(c1cccs1)N1CCOCC1)c1cc(-c2ccccn2)nc2ccccc12 (stereo not drawn)	0.5	0.5	-26.5	-0.2	-12.7	-1.0	-14.0	-8.9	-7.9
O=C(c1ccc(Br)cc1)N1CCCC1	1.2	-0.2	-8.9	-1.9	-12.9	-6.3	-11.5[20 µM]	-14.4	-10.4
COC(=O)[C@@H](NC(=O)NC1CCCc2ccccc21)C(C)C (stereo partly drawn)	-1.1	7.6	-0.5	2.5	-18.9	-3.1	-31.9	-6.1	-7.7
COc1ccc(S(=O)(=O)N2CCOC2CNC(=O)C(=O)NCc2cccnc2)cc1C (stereo not drawn)	0.1	0.1	5.4	4.1	-10.1	3.4	-26.9	-6.3	-10.7
Cc1ccc(C(=O)c2cc([N+](=O)[O-])ccc2N2CCCCC2)cc1	-3.8	-5.5	13.7	1.7	10.5	-4.4	-1.8	-13.0	-3.0
COC(=O)c1ccc(NC(=O)CN(C)Cc2cccc(F)c2)cc1	0.7	-3.7	-1.5	0.5	-14.7	-5.8	-25.5	-2.6	-7.9
Cc1ccc(CN2CCSc3ccc(C(=O)N4CCN(c5ncccn5)CC4)cc32)cc1	-3.8	0.5	-5.0	-0.1	-86.4	-4.0	-11.5	-11.9	3.0
CSc1cc(/C=N/O)c(SC)s1	0.1	-2.5	1.0	6.4	-7.8	-0.1	-20.0	-2.8	-5.8
O=C(c1ccc(Cn2c(=S)[nH]c3ccccc3c2=O)cc1)N1CCN(c2ccccn2)CC1	-0.7	1.6	-7.1	1.5	-177.8	-7.3	9.7	-6.9	-0.4
CCCc1ccc(OCc2ccc(C(=O)NCc3cccnc3)o2)c(OC)c1	.	.	0.0	-1.5	-3.7	-0.1	-26.4	-1.2	-7.6
O=C(CCc1nnc(-c2ccc3c(c2)OCO3)o1)NC(c1ccccn1)C(F)(F)F (stereo not drawn)	0.7	-6.5	-0.4	5.6	9.1	-0.3	-17.3	-10.9	-4.0
CCN(CC)c1ccc(-c2nn3c(-c4cccnc4)nnc3s2)cc1	20.7	80.1*	-3.7	-1.4	-13.0	2.6	-12.2[20 µM]	-5.0	-0.8
CCOC(=O)c1c(NC(=O)CSc2nnc(CNc3ccc(C)cc3C)o2)sc(C)c1C	-11.9	-16.9	-0.2	1.6	20.9	-2.0	-15.5[20 µM]	-37.7	-9.5
CN(C)c1ccnc(-n2cccc2/C=N/OCc2ccccc2)c1C#N	1.8	1.0	-7.4	-0.8	3.6	-5.3	-18.8[20 µM]	-2.1	-20.3
N#CC1=C(N)OC2=C(CCC/C2=C/c2ccoc2)C1c1ccoc1 (stereo not drawn)	13.8	10.8	9.7	7.2	-41.0	-10.4	-10.2[20 µM]	3.0	-3.6
C[C@H](NC(=O)c1nc[nH]c1C(=O)N[C@H](C)c1ccccc1)C(=O)OCc1ccccc1	-0.7	3.8	2.0	.	29.7	.	-19.3	6.5	-6.9

From PubChem BioAssay
